Screens as filed in PubChem.
HDAC3 inh: HDAC3 deacetylase inhibitors, primary screen, biochemical, fluorescence, cell-free homogeneous; recombinant HDAC3, fluorogenic peptide/trypsin coupled; inhibition, % at 8.3 µM; Histone deacetylase 3 (Homo sapiens), O15379; 320,000 tested, 0.15% active; in the data active = inhibition above about 26%, passing the limit was not always enough; inconclusive = no clear call, values can overlap the other calls
KCNK9 block: KCNK9 potassium channel inhibitors, primary screen, HEK293 cells, thallium flux | Potassium channel subfamily K member 9 (Homo sapiens), Q9NPC2 | FluxOR thallium flux fluorescence; hits give low values | B-score at 10 µM | 310,000 tested, 1.2% active | AID 488922, 2010;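 active = ratio B-score over 3 SD below the library mean, with starting fluorescence within 5 SD of its mean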;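 note: negative B-score means less thallium flux so channel inhibition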
Target sequence (Q9NPC2 whole entry, looked up): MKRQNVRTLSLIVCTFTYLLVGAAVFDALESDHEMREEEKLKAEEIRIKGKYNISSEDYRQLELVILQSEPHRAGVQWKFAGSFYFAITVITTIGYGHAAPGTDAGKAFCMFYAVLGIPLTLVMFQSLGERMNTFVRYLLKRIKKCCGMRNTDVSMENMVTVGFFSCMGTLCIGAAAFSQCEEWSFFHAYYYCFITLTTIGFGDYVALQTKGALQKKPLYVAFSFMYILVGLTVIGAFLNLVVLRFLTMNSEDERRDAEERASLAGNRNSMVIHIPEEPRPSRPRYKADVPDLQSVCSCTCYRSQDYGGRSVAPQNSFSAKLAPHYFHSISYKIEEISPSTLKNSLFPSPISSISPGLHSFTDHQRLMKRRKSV
hERG protect: hERG rescue from dofetilide block, primary screen, cell-based, CHO-hERG, FluxOR thallium flux, dofetilide IC70 | dofetilide IC70 present | activation (rescue from dofetilide block), less the hit threshold, % at 10 µM | 310,000 tested, 0.51% active;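 active = activation above the mean of controls blocked by dofetilide plus 5 SD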;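 note: thallium influx through hERG after potassium depolarization seen as dye fluorescence rise; in these data hits start at about 4.7%; inactives centre near -7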
KCNQ1 pot: potentiators or activators of KCNQ1 channel, primary screen, cell-based, thallium flux, high-throughput; Potassium voltage-gated channel subfamily KQT member 1 (Homo sapiens), P51787; CHO-K1 KCNQ1, thallium flux FluxOR fluorescence; hits give high values; B-score at 10 µM; 310,000 tested, 0.35% active;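 active = fluorescence ratio B-score, a plate-corrected score, at least three library SD, with initial intensity B-score within 5 SD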
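Doses: Single concentration per compound, DMSO matched to controls | Test system: KCNQ1-transfected CHO-K1 cells | Timing: 90 min dye loading and 20 min compound exposure, both at room temperature | Measured by: Kinetic FluxOR thallium fluorescence, 10-s 1-Hz baseline, 110-s post-stimulus read | Medium: Assay buffer with matched DMSO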
GSK3 alpha inh: blockers of GSK3A enzyme activity – biochemical, luminescence, cell-free homogeneous, HTS, primary screen; GSK-3 alpha kinase, ADP-Glo luminescence, 60 min; inhibition, % at 10 µM; 320,000 tested, 0.1% active; AID 2650, 2010;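 in the data active = inhibition above about 50%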;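 note: GST-tagged GSK-3 alpha with peptide substrate and 25 µM ATP; 0% = DMSO neutral wells and 100% = GW8510 positive control wells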
Target sequence (P49840 whole entry, looked up): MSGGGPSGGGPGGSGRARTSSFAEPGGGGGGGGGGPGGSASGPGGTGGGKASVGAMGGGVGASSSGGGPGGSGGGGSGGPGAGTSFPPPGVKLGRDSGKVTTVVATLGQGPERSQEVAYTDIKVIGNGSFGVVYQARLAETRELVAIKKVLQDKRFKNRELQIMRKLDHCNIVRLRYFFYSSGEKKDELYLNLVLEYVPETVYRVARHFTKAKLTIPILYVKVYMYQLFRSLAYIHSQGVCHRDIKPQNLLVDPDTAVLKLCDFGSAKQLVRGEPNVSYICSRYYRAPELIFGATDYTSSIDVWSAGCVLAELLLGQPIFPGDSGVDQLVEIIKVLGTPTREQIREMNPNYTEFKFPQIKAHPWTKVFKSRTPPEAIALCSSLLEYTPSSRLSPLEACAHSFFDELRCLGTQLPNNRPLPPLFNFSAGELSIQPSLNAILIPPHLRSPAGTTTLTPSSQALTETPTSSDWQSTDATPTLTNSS
GSK3B inh: human GSK3beta kinase inhibitors, primary screen, biochemical, cell-free homogeneous, HTS; Glycogen synthase kinase-3 beta (Homo sapiens), P49841; GST-GSK3beta kinase, ADP-Glo luminescence, 60 min; hits give low values; activity score (negative = inhibition), % at 10 µM; 300,000 tested, 0.038% active; AID 2097, 2009;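 active = more than half of replicate wells score below -50%, meaning over 50% inhibition versus plate controls; inconclusive = some replicates but at most half score below -50%; inactive = no replicate scores below -50%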;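 note: 0% = median DMSO wells and -100% = median GW8510 positive control wells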
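Test system – GST-tagged human GSK3beta kinase, cell-free · Incubation – 60 min enzyme reaction, room temperature · Signal – ADP-Glo luminescence · Also added – peptide substrate and ATP at 25 µM · Controls – DMSO neutral wells and GW8510 at 20 µM as positive · Buffer or medium – Tris/MgCl2 kinase buffer · Measure – Luminescence-derived activity versus plate DMSO and GW8510 wells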
KCNK3 block: human KCNK3 channel inhibitors, primary screen, CHO cells, FluxOR thallium flux, B-score; Potassium channel subfamily K member 3 (Homo sapiens), O14649; 340,000 tested, 0.84% active; FluxOR fluorescence; hits give low values; B-score at 10 µM;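 active = B-score under library mean minus 4 SD, starting fluorescence ratio at most library mean plus 5 SD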;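 note: more negative B-score means stronger inhibition of thallium flux through KCNK3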
KCNQ1 inh: inhibitors of human KCNQ1 channel, primary screen, cell-based, thallium flux, high-throughput; AID 2642, 2010; CHO-K1 KCNQ1, FluxOR thallium flux fluorescence; hits give high values; 310,000 tested, 1.3% active; B-score at 10 µM; Potassium voltage-gated channel subfamily KQT member 1 (Homo sapiens), P51787;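 active = compounds whose thallium flux B-score, printed positive for inhibition, exceeds three library SD while starting fluorescence stays within three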;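 note: channel opened by potassium depolarization with thallium stimulus after 20 min compound exposure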
Dyrk1A ADPGlo: rat Dyrk1A kinase inhibitors, primary screen, biochemical, single point, plate reader. Dual specificity tyrosine-phosphorylation-regulated kinase 1A (Rattus norvegicus), Q63470. ADP-Glo luminescence, NFATc1 peptide. inhibition, % at 12.5 µM. 310,000 tested, 0.43% active. AID 504441, 2011; in the data active = inhibition above about 50%;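 note: plate controls were vehicle with enzyme for no effect and no enzyme for full effect; many of its hits are not listed in these tables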
PolyA inhibitor: polyadenylation inhibitors in yeast reporter cells, primary screen, luminescence, S. cerevisiae | S. cerevisiae SKY197-pL101 polyadenylation reporter, beta-gal luminescence; efflux-impaired pdr1/pdr3 knockout yeast; score 100 = 6 SD above DMSO | calls only at 12 µM | 300,000 tested, 0.02% active | AID 1875, 2009;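 active = lowest replicate activity score at least 50, where 100 means six control SD above control mean; inconclusive = lowest score under 50 but half or more replicates reach 50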;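 note: yeast exposed to compound for 9 h at 30 °C; higher score means more reporter readthrough which indicates perturbed polyadenylation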
RGS4 act: RGS4 potentiators or activators, primary screen, cell-based, HEK293 M3R inducible RGS4, calcium flux; B-score at 10 µM; carbachol calcium flux Fluo4; hits give low values; 310,000 tested, 0.92% active;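 active = B-score of the integrated calcium signal more than 4 SD below the library mean, with starting fluorescence not abnormally high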;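 note: negative B-score means reduced calcium response which marks RGS4 activation or potentiation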
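Also added: carbachol at ECmax as muscarinic agonist stimulus; Assay system: HEK293 cells with stable M3R and inducible RGS4; Timing: overnight RGS4 induction, 30 min dye load 37 °C, 20 min compound RT; Measured by: Fluo4-AM (2 µM) calcium-flux fluorescence, kinetic read.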
Active calls of the source: *; i = inactive; ? = inconclusive; . = not tested or not shown.

Sequence of screens – HDAC3 inh, KCNK9 block, hERG protect, KCNQ1 pot, GSK3 alpha inh, GSK3B inh, KCNK3 block, KCNQ1 inh, Dyrk1A ADPGlo, PolyA inhibitor, RGS4 act
- CCOC(=O)N1CCN(CC(=O)Nc2ccc(Oc3ccccc3)cc2)CC1
    -3, i, -8, i, -2, 2, i, i, -4, i, i
- C=CCN(CC(=O)Nc1c(C)cccc1CC)C(=O)SCCC
    1, i, -7, i, ., 1, i, i, 3, i, i
- CNc1cc(C(F)(F)F)nc(-c2ccccn2)n1
    -2, i, -7, i, -1, -2, i, i, -3, i, i
- COC(=O)Cc1c(O)ccn(Cc2ccc3c(c2)OCO3)c1=O
    3, i, -6, i, -1, 3, i, i, -2, i, i
- COc1ccc(OC(=O)NCCc2ccccc2)cc1
    2, i, -12, i, -1, 1, i, i, 5, i, i
- CCOc1ccccc1OCc1nn2c(-c3ccc(C)cc3)nnc2s1
    9, i, -8, i, -1, -1, i, i, 7, i, i
- CSCC[C@H](NC(=O)[C@@H]1Cc2ccccc2CN1)C(=O)NC1CCCC1
    -2, i, -9, i, 0, 0, i, i, -5, i, i
- COc1cc(SC)ccc1C(=O)Nc1ccc(C)cc1
    13, i, -17, i, -1, 0, i, i, ., ., i
- CCNc1oc(COc2ccccc2F)nc1C#N
    6, i, 0, i, -2, 2, i, i, -2, i, i
- Brc1ccccc1-c1nnc(COc2ncnc3ccccc23)o1
    -4, i, -8, i, -2, -2, i, i, 9, i, i
- COCCn1nnnc1C(C(C)C)N1CCCC(C)C1 (centres undefined)
    -6, i, -7, i, -6, 0, i, i, -7, i, i
- CCCCn1c(C23CC4CC(CC(C4)C2)C3)n[nH]c1=S
    6, i, 4, i, 2, 2, i, i, 12, i, i
- C/C(=N\NC(=O)c1ccc(Cl)cc1)c1ccc2[nH]ccc2c1
    -2, i, -9, i, 4, -1, i, i, -2, i, i
- CCCOc1ccc(-c2c(C(=O)N/N=C/c3ccccc3)nnn2-c2nonc2N)cc1
    5, i, -12, i, -2, 1, i, i, -3, i, i
- COc1ccc(-n2nc(C(=O)NCC(=O)NCCCN3CCN(C)CC3)c3ccccc3c2=O)cc1
    4, i, -3, i, -4, 0, i, i, -6, i, i
- CC1(CCc2ccccc2)NC(=O)N(CC(=O)Nc2ccc3c(c2)OCCO3)C1=O (centres undefined)
    ?, i, -3, i, -1, 4, i, i, -1, i, i
- CC(=O)/C(N)=N/Nc1cccc(Cl)c1
    9, i, -10, i, -3, -1, i, i, 0, i, i
- O=c1c2c(nc3cc(-c4ccccc4Cl)[nH]n13)CCS2
    -3, i, 0, i, ., 1, i, i, 0, i, i
- CCN1CCN(Cc2c(OC)ccc3ccccc23)CC1
    -3, i, -9, i, -8, -1, i, i, -3, i, i
- CC1C(c2ccccc2)N(C)CCC12NC(=O)NC2=O (centres undefined)
    0, i, -5, i, 0, -4, i, i, 0, i, i
- NC(=O)COc1ccc(Nc2nnc(-c3ccc(O)cc3)c3ccccc23)cc1
    -4, i, -18, i, -1, -3, i, i, -4, i, i
- CCCCn1c(N)c(N(Cc2ccccc2OC)C(=O)c2ccc(N3CCCC3=O)cc2)c(=O)[nH]c1=O
    0, i, -13, i, 1, 0, i, i, 7, i, i
- O=C(NCC(c1ccc(F)cc1)N1CCOCC1)c1cc(F)c(F)c(F)c1F (centres undefined)
    -4, i, -9, i, 1, 0, i, i, -4, i, i
- CCc1nc(SCC(=O)Nc2nnc(CC)s2)c2c(=O)n(C)c(=O)n(C)c2n1
    ., i, -5, i, -2, -2, i, i, -1, ., i
- O=C1CNC(=S)N1CCOc1ccccc1
    0, i, -6, i, -5, -1, i, i, ., i, i
- CCn1cc(C(=O)NCCC(C)C)c(=O)c2cc(S(=O)(=O)N3CCCCC3)ccc21
    -2, i, -2, i, 4, 0, i, i, -4, i, i
- COc1cc(C(=O)NCc2nnc(SCC(=O)Nc3c(C)cc(C)cc3C)o2)cc(OC)c1OC
    -7, i, -6, i, -1, ., i, i, 0, i, i
- Cc1noc(C)c1S(=O)(=O)NCc1ccc2c(c1)OCO2
    ., i, -11, i, -2, 2, i, i, 2, i, i
- O=C1c2ccccc2C(=O)C1(CO)c1ccc(OC(F)F)cc1
    4, i, -4, i, 2, 1, i, i, 2, i, i
- C=CCn1c(SCC(=O)Nc2ccccc2OC)nnc1-c1ccco1
    ., i, -4, i, ., 2, ., i, ., i, i
- O=C(NCC(=O)N1CCN(c2ccccc2O)CC1)c1cccs1
    -1, i, -8, i, 3, -1, i, i, 0, i, i
- Cn1cc(Br)c(C(=O)N2CCc3ccccc32)n1
    3, i, -3, i, 0, 0, i, i, -6, i, i
- Cc1ccc(S(=O)(=O)N2CCC(C(=O)Nc3ccncc3)CC2)cc1
    -6, i, -9, i, -1, 0, i, i, 3, i, i
- CC(C)(C)C(=O)NC(=S)N1CCc2ccccc21
    0, i, -5, i, -5, -2, i, i, 15, i, i
- CN(Cc1ccccc1)c1ncnc2sccc12
    0, i, -13, i, -1, 2, i, i, 14, i, i
- CC1CCN(c2nc3c(c(=O)[nH]c(=O)n3C)n2CCSc2nc3ccccc3o2)CC1
    ., i, 1, i, ., 1, ., i, ., i, i
- COc1ccccc1NS(=O)(=O)c1cccc(NC(=O)NCCCl)c1
    ., i, -13, i, 1, 3, i, i, 1, i, i
- COC(=O)c1c(C(=O)NCc2ccccc2)ncn1CC(O)COc1ccccc1 (centres undefined)
    -2, i, -11, i, -1, -1, i, i, 8, i, i
- CCN(C(=O)c1ccc2c(c1)OCO2)C1CCS(=O)(=O)C1 (centres undefined)
    3, i, -8, i, -6, 0, i, i, 3, i, i
- COCc1c(C(=O)N/N=C\c2cccnc2)nnn1-c1nonc1N
    -1, i, -4, i, 4, -6, i, i, 1, i, i

By substructure, the entries above containing a thiophene ring, fused or not (2)
Sequence of screens – HDAC3 inh, KCNK9 block, hERG protect, KCNQ1 pot, GSK3 alpha inh, GSK3B inh, KCNK3 block, KCNQ1 inh, Dyrk1A ADPGlo, PolyA inhibitor, RGS4 act
- O=C(NCC(=O)N1CCN(c2ccccc2O)CC1)c1cccs1
    -1, i, -8, i, 3, -1, i, i, 0, i, i
- CN(Cc1ccccc1)c1ncnc2sccc12
    0, i, -13, i, -1, 2, i, i, 14, i, i

(more compounds)
Sequence of screens – HDAC3 inh, KCNK9 block, hERG protect, KCNQ1 pot, GSK3 alpha inh, GSK3B inh, KCNK3 block, KCNQ1 inh, Dyrk1A ADPGlo, PolyA inhibitor, RGS4 act
- Cc1ccc(N/C=C(/C#N)c2ccsc2)cc1
    ?, i, -8, i, -2, 4, i, i, 7, i, i
- COc1ccc(/C=C2\N=C(c3c(-c4ccccc4)noc3C)OC2=O)cc1OC
    -4, i, 0, i, 0, 1, i, i, 34, i, i
- CC(C(=O)N=Nc1c(O)n(C)c2ccc(Br)cc12)n1cnc2ccccc2c1=O (centres undefined)
    7, i, 0, i, 0, -3, ., i, ., i, i
- CN1CCN(Cc2c(O)ccc3c(-c4ccccc4)cc(=O)oc23)CC1
    6, i, -9, i, 0, 1, i, i, 8, i, i
- CC(=O)c1ccc(Nc2ncnc3c2oc2ccccc23)cc1
    1, i, -5, i, ., -3, i, i, -11, i, i
- CN(C(=S)NC(=O)C1(C)CC1(Cl)Cl)c1ccccc1 (centres undefined)
    -2, i, -9, i, 0, -4, i, i, 6, i, i
- CCN(CC(=O)Nc1ccccc1C(F)(F)F)C(=O)c1cccc(S(=O)(=O)N2CCN(C)CC2)c1
    0, i, -7, i, 9, -3, i, i, 17, i, i
- O=C(CCS(=O)(=O)Cc1ccccc1)N1CCc2ccccc2C1
    -10, i, -8, i, -4, -2, i, i, 4, i, i
- O=C(Nc1cc(Br)ccc1O)c1cnn2c(C(F)F)cc(C3CC3)nc12
    1, i, -5, i, -2, 1, i, i, -4, i, i
- COc1ccc(CC(=O)Nc2nc(-c3cc(OC)ccc3OC)cs2)cc1
    2, i, -10, i, -1, 2, i, i, -2, i, i
- Cc1ncc([N+](=O)[O-])n1Cc1cccc(F)c1
    0, i, -12, i, 7, 2, i, i, ., i, i
- CCOC(=O)N1CCC(NC(=O)c2ccc3c(c2)N(Cc2ccccc2)CCS3)CC1
    -7, i, -8, i, ., 1, i, i, -1, i, i
- COc1ccc(S(=O)(=O)Nc2cccc(-c3ccc(N4CCCCCC4)nn3)c2)cc1OC
    -2, i, -5, i, 0, -1, i, i, -1, i, i
- C[C@@H](C(=O)Nc1ccc2ccccc2c1)[C@H]1C[C@]1(C)[C@H](NC(=O)OCc1ccccc1)c1ccccc1
    14, i, -9, i, -1, -5, i, i, 14, i, i
- O=C(COC(=O)c1cncc(Br)c1)NCc1ccc(Cl)cc1
    -3, i, -8, i, -7, -7, i, i, 16, i, i

Among those listed so far, these contain a furan ring, fused or not.
Sequence of screens – HDAC3 inh, KCNK9 block, hERG protect, KCNQ1 pot, GSK3 alpha inh, GSK3B inh, KCNK3 block, KCNQ1 inh, Dyrk1A ADPGlo, PolyA inhibitor, RGS4 act
- C=CCn1c(SCC(=O)Nc2ccccc2OC)nnc1-c1ccco1
    ., i, -4, i, ., 2, ., i, ., i, i
- CC(=O)c1ccc(Nc2ncnc3c2oc2ccccc23)cc1
    1, i, -5, i, ., -3, i, i, -11, i, i

A few values from the entries so far:
`O=C(CCS(=O)(=O)Cc1ccccc1)N1CCc2ccccc2C1` | GSK3B inh: -2
`O=C(COC(=O)c1cncc(Br)c1)NCc1ccc(Cl)cc1` | HDAC3 inh: -3

The list is partial; rates above refer to the full screens.
